# FEN1 inhibitor: inhibitors of human flap endonuclease 1; P39748; Recombinant FEN1 flap cleavage, fluorescence, 15 min; Potency, µM (doses to about 114 µM), inactives show at the top dose activity change, negative = inhibition, actives largely listed as inhibitors; 0.35% of 390,000 active; further: nearly all actives have a fitted effect of over 65% in size
# Target sequence (P39748 whole entry, looked up): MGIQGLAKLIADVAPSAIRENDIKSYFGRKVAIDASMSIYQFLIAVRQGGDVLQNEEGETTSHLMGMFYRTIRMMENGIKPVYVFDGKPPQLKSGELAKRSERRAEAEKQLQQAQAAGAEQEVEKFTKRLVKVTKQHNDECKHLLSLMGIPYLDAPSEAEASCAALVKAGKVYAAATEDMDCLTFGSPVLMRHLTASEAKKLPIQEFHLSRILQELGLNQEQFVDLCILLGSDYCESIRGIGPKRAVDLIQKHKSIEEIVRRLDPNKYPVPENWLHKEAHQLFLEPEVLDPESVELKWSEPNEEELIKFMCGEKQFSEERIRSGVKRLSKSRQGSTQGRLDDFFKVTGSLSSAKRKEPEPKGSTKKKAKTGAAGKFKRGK
#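 Quantitative HTS format: each compound was titrated, incubated with 10 nM nuclease for 15 min at room temperature, then challenged with flap substrate at 50 nM final. Signal change over 15 min gave concentration–effect curves.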
# N370S GC: N370S glucocerebrosidase modulation, Gaucher chaperone candidate. P04062. N370S GC spleen homogenate, 4MU-glucoside fluorescence. AID 2101. 0.092% of 330,000 active. Potency, µM (series often up to 59.4 µM), for inactives: top-dose activity change, negative = inhibition, hits mostly inhibitors;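 further: 0% = full enzyme activity and -100% = no enzyme basal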
# TDP1 block: TDP1 (human) enzyme inhibition | Q9NUW8 | recombinant TDP1, AlphaScreen DNA substrate cleavage | Potency, µM (doses to about 130 µM), without a hit: at the top dose activity change, negative = inhibition, actives largely listed as inhibitors | 0.28% of 350,000 active | AID 485290; further: nearly all actives have a fitted effect of over 40% in size
# Target sequence (Q9NUW8 whole entry, looked up): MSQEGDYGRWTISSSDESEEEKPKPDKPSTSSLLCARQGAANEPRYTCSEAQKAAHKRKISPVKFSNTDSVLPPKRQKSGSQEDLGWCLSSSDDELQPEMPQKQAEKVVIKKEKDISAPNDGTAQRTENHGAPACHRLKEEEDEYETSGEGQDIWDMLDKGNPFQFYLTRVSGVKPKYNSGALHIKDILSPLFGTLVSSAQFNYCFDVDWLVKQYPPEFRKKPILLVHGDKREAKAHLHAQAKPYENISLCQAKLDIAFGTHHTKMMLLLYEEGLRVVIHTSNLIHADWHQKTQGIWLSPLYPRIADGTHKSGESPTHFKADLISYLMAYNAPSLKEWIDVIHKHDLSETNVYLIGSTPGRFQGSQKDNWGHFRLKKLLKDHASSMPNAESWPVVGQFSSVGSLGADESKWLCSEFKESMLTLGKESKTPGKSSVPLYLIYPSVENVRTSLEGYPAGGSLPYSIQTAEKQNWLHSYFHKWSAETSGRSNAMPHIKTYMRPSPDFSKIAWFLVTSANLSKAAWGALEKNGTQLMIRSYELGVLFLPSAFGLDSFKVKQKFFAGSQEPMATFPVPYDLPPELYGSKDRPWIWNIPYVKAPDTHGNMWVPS
#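 Recombinant E. coli-expressed Tdp1 (1 nM) preincubated with compound 15 min at RT, then 5'-biotin/3'-phosphotyrosine-FITC DNA substrate (15 nM) added for 5 min. AlphaScreen beads (10 ug/ml) added, 10 min RT; tyrosine-FITC cleavage read as signal loss.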
# * = called active by the depositor; ? = inconclusive; · = not tested or not shown; & = joins results of further samples; [ ] = another dose, or the depositor's remark. The call rests on the fitted dose curve; in most records, active means well fitted curve in the direction sought with a large enough effect; inconclusive means small, poorly fitted or top-dose-only effect, or another doubt; inactive means no such curve, though single readings can be large; an effect the other way counts as inactive or inconclusive. Unless noted, on the % scale 0 is the no-effect control and ±100 the full control effect; potency means the concentration at half of the fitted maximal effect.
(1) CC(=O)c1cc2c(cc1NC(=O)Cc1ccsc1)OCO2
(2) Cc1ccc(N2CCN(S(=O)(=O)c3c(C)nc4scc(C)n4c3=O)CC2)c(C)c1
(3) O=C(COc1ccccc1[N+](=O)[O-])Nc1cccc(S(=O)(=O)NC2=NCCCCC2)c1
(4) CCOC(=O)C1CCN(C(=O)CCCn2c(=O)c3cccn3c3cccnc32)CC1
(5) O=C(NNS(=O)(=O)c1ccccc1[N+](=O)[O-])c1cccc(Cl)c1
(6) CC(=O)O/N=C(\N)Cc1ccc(-c2csnn2)cc1
(7) CCn1c(C)cc(C=C2C(=O)c3ccccc3C2=O)c1C
(8) COc1ccc(N2CCN(C(=O)CCCn3c(=O)[nH]c4ccsc4c3=O)CC2)cc1
(9) Cc1cc(OCC(=O)NNC(=O)c2cccc(F)c2)ccc1Cl
(10) COc1ccc2[nH]c(C)c(CCNC(=S)Nc3cccc(C)c3C)c2c1
assay / entry	1	2	3	4	5	6	7	8	9	10
FEN1 inhibitor	12.6%	-23.0%	-9.0%	18.4%	0.7%	-4.4%	-8.9%	-5.5%	1.8%	-20.2%
N370S GC	·	0.2%	0.9%	-4.5%	-3.0%	-14.4%	11.2%	-3.1%	·	-8.4%
TDP1 block	-4.7%	0.7%	·	7.0%	1.3%	-1.3%	2.4%	3.9%	-0.4%	2.7%

(11) CCn1nnnc1-c1ccc(OC)c(S(=O)(=O)Nc2ccc(OC)cc2)c1
(12) CC1OC(n2cc(F)c(=O)[nH]c2=O)C(O)C1O (stereo not drawn)
(13) N#CCc1c(C#N)c(N)nc(Nc2ccccc2)c1C#N
(14) CCOC(=O)N1CCN(C(=O)Nc2ccc3oc(C)nc3c2)CC1
(15) COc1cc(C2c3c(-c4ccccc4O)n[nH]c3C(=O)N2Cc2ccco2)cc(OC)c1OC (stereo not drawn)
(16) CCN1CC2([N+](=O)[O-])C=CC(=O)C([N+](=O)[O-])(C1)C2CC(=O)c1ccccc1 (stereo not drawn)
(17) Cc1nc(-c2ccc(NC(=O)C3CCCCC3)cc2)cs1
(18) COc1ccc(Cn2ccnc2SCC(=O)NCc2ccccc2)cc1
(19) CN1CCN(C(CNC(=O)C(=O)Nc2cccc(Cl)c2)c2ccc3c(c2)OCO3)CC1 (stereo not drawn)
(20) Cc1nc(Cl)sc1C(=O)O
assay / entry	11	12	13	14	15	16	17	18	19	20
FEN1 inhibitor	13.6%	·	-11.4%	-16.8%	13.0%	13.0%	5.7%	-7.3%	3.7%	20.5%
N370S GC	5.0%	0.2%	-10.7%	2.3%	-7.2%	-10.2%	2.4%	·	·	8.0%
TDP1 block	9.1%	4.5%	7.5%	0.0%	3.9%	1.0%	-2.6%	2.2%	-3.3%	-8.7%

(21) O=C(NCc1cccnc1)c1ccc(COc2ccc3c(c2)CCC3)o1
(22) Nc1nc(Nc2ccccc2)nc(NCCO)c1[N+](=O)[O-]
(23) CCN(C[C@H]1N[C@@](CC)(C(=O)OC)[C@H]2C(=O)N(C)C(=O)[C@@H]12)S(=O)(=O)c1ccc(OC(F)(F)F)cc1
(24) CCCCCCCCCCCCCC/C(C(=O)O)=C(\C)C(=O)O
(25) CCCCC1(CO)C(=O)N(c2ccccc2)N(c2ccccc2)C1=O
(26) Cc1ccc(CSC2=Nc3ccccc3C3=NC(CC(=O)NCc4ccc5c(c4)OCO5)C(=O)N23)cc1 (stereo not drawn)
(27) COc1ccc(S(=O)(=O)N2CCC(O)(c3ccc(Cl)cc3)CC2)cc1OC
(28) CCOC(=O)Cc1csc(NC(=O)c2ccc(C)c(S(=O)(=O)N3CCOCC3)c2)n1
(29) O=C(Cc1csc2ccccc12)NCc1cccc(Br)c1
(30) COc1cccc(C(=O)Nc2ccc3nc(SCCOc4ccccc4)sc3c2)c1
assay / entry	21	22	23	24	25	26	27	28	29	30
FEN1 inhibitor	7.0%	-14.9%	10.6%	·	-3.1%	-4.4%	-19.8%	-0.8%	-18.3%	-6.2%
N370S GC	23.8%	-18.8%	·	-7.3%	-3.2%	·	0.3%	·	·	·
TDP1 block	8.0%	6.8%	0.3%	-4.3%	2.6%	2.5%	8.6%	1.5%	-2.5%	2.6%

# Eleven structures out of the list, sorted by formula weight, low to high.
(12) CC1OC(n2cc(F)c(=O)[nH]c2=O)C(O)C1O (stereo not drawn)
(7) CCn1c(C)cc(C=C2C(=O)c3ccccc3C2=O)c1C
(1) CC(=O)c1cc2c(cc1NC(=O)Cc1ccsc1)OCO2
(24) CCCCCCCCCCCCCC/C(C(=O)O)=C(\C)C(=O)O
(14) CCOC(=O)N1CCN(C(=O)Nc2ccc3oc(C)nc3c2)CC1
(25) CCCCC1(CO)C(=O)N(c2ccccc2)N(c2ccccc2)C1=O
(10) COc1ccc2[nH]c(C)c(CCNC(=S)Nc3cccc(C)c3C)c2c1
(11) CCn1nnnc1-c1ccc(OC)c(S(=O)(=O)Nc2ccc(OC)cc2)c1
(8) COc1ccc(N2CCN(C(=O)CCCn3c(=O)[nH]c4ccsc4c3=O)CC2)cc1
(30) COc1cccc(C(=O)Nc2ccc3nc(SCCOc4ccccc4)sc3c2)c1
(3) O=C(COc1ccccc1[N+](=O)[O-])Nc1cccc(S(=O)(=O)NC2=NCCCCC2)c1
assay / entry	12	7	1	24	14	25	10	11	8	30	3
FEN1 inhibitor	·	-8.9%	12.6%	·	-16.8%	-3.1%	-20.2%	13.6%	-5.5%	-6.2%	-9.0%
N370S GC	0.2%	11.2%	·	-7.3%	2.3%	-3.2%	-8.4%	5.0%	-3.1%	·	0.9%
TDP1 block	4.5%	2.4%	-4.7%	-4.3%	0.0%	2.6%	2.7%	9.1%	3.9%	2.6%	·

# The listing continues.
(31) C=CCCCCCCCCc1nc(=S)[nH][nH]1
(32) [N-]=[N+]=NC[C@H](Cc1ccccc1)N1CC[C@@H](NC(=O)OCc2ccccc2)CCC1=O
(33) Cc1noc(C)c1C(=O)NC(Cc1c[nH]c2ccccc12)C(=O)O (stereo not drawn)
(34) O=C(COc1ccc(C(=O)c2ccccc2)cc1)NCC1CCCCC1
(35) CCCCC(=O)Nc1ccc2c(c1)nc1n2CCOC1
(36) CCOP(=O)(OCC)C(NC(=O)c1cc([N+](=O)[O-])cc([N+](=O)[O-])c1)C(F)(F)F (stereo not drawn)
(37) CC(C)c1ccc(Nc2c(-c3ccccc3O)nc3cnccn23)cc1
(38) c1coc(-c2nnc3sc(-c4cccs4)nn23)c1
(39) CCC(=O)c1ccc(OC(=O)Cc2ccc(OC)cc2)cc1
(40) CSc1ccccc1C(=O)N1CCN(c2ncccn2)CC1
assay / entry	31	32	33	34	35	36	37	38	39	40
FEN1 inhibitor	21.6%	0.8%	7.4%	-20.1%	-2.0%	-18.0%	-4.9%	6.6%	-7.9%	2.4%
N370S GC	-1.9%	-6.6%	·	-26.2%	5.5%	-0.1%	·	1.6%	-13.9%	-5.0%
TDP1 block	7.8%	·	2.7%	0.0%	7.4%	3.5%	5.9%	-11.5%	1.4%	-2.4%

(41) Cc1ccc(S(=O)(=O)Cc2ccc(C(=O)N3CCN(c4cc(C)ccc4C)CC3)o2)cc1
(42) Cc1ccc(N(C(=O)Cn2nnc3ccccc32)C(C(=O)NCc2ccccc2)c2ccccn2)cc1 (stereo not drawn)
(43) CN(Cc1nccs1)C(=O)C1CCC(=O)N(CCc2cccc(F)c2)C1 (stereo not drawn)
(44) C=CCOc1ccc2ccccc2c1CNn1cn[nH]c1=S
(45) Cc1ccc(N2C(=O)[C@@H]3Cc4ccccc4CN3C2=O)cc1
(46) CCCCOC(=O)CCc1c(C)[nH]c(=O)c(C#N)c1C
(47) CN(C)S(=O)(=O)c1cccc(NC(=O)Cc2ccsc2)c1
(48) CC(C)c1onc(C(=O)NCc2ccccc2)c1[N+](=O)[O-]
(49) Cc1ccc2c(c1)c1c(c(=O)n(Cc3ccccc3)c(=O)n1CC(=O)Nc1ccccc1C)n2C
(50) COc1ccc(C(=O)NCC(=O)n2nc(C)cc2C)cc1OC
assay / entry	41	42	43	44	45	46	47	48	49	50
FEN1 inhibitor	-4.3%	-2.2%	1.3%	-2.0%	0.1%	2.8%	-3.3%	5.2%	16.0%	-10.2%
N370S GC	2.9%	18.1%	-7.1%	-0.6%	11.3%	6.1%	-6.3%	7.4%	·	5.8%
TDP1 block	0.0%	8.1%	0.6%	·	0.0%	0.0%	0.0%	0.0%	5.6%	2.3%

(51) COC(=O)c1ccccc1NC(=O)c1noc2c1CCC2
(52) CC(OC(=O)Cn1cnc2c1c(=O)n(C)c(=O)n2C)C(=O)NC(C)c1ccc(Cl)cc1Cl (stereo not drawn)
(53) O=C(NN1CCOCC1)c1cnn2c(C(F)F)cc(-c3ccccc3)nc12
(54) COc1ccc(CN(C)CC(=O)Nc2cccc(S(=O)(=O)N3CCCC3)c2)cc1F
(55) CCn1c(CSCc2ccc(F)cc2)nnc1SCC(=O)N1CCN(c2ccccc2)CC1
(56) O=C1CCCN2N=C(SCC(=O)N3N=C(c4ccc(Br)cc4)CC3c3ccc(F)cc3)SC2=N1 (stereo not drawn)
(57) CCN(CC1CCCN(CCc2cccc(OC)c2)C1)C(=O)c1ccoc1C (stereo not drawn)
(58) CCCN(CCC)CCNC(=O)c1cc2c(-c3ccccc3F)nn(C)c2s1
(59) COc1ccc(C(=O)Cn2c(NCCO)nc3ccccc32)cc1OC
(60) COc1ccc(NC(=O)CSc2nnc(Cc3ccccc3)c(=O)n2N)cc1
assay / entry	51	52	53	54	55	56	57	58	59	60
FEN1 inhibitor	?	7.3%	12.3%	-19.7%	8.0%	-0.9%	-5.6%	-10.6%&-30.2%	-15.7%	-3.8%
N370S GC	1.5%	-0.5%	3.1%	·	23.8%	-2.0%	-7.8%	-18.6%	-5.7%	16.5%
TDP1 block	11.2µM*	5.3%	-1.8%	-0.1%	5.9%	0.0%	2.9%	4.7%	0.0%	5.0%

(61) COc1ccc(NC(=O)COc2ccccc2Cl)cc1S(=O)(=O)N1CCCCC1
(62) COc1ccc2nc(NS(=O)(=O)c3ccc(NC(C)=O)cc3)sc2c1
(63) CCOc1cccc(/C=N/NC(=S)Nc2ccccc2[N+](=O)[O-])c1O
(64) Cc1cc(O)cc(O)c1-c1onc(C(F)(F)F)c1-c1cscn1
(65) Cc1nc2nc(NC(=O)C(C)C)[nH]n2c(=O)c1Cc1ccccc1
(66) COc1cc(/C=C/C(=O)OCC(=O)NNC(=O)c2cc(Cl)ccc2OC)ccc1O
(67) O=C(O)CCc1ccc(S(=O)(=O)Nc2ccccc2C(=O)NCCc2ccccc2)cc1
(68) CC(=O)c1cc(C(=O)N2CCc3c([nH]c4ccccc34)C2CC(C)C)[nH]n1 (stereo not drawn)
(69) COc1ccc(N2CCC(CNC(=S)Nc3cc(C)ccc3C)C2)cc1 (stereo not drawn)
(70) COc1ccc(-c2cc(-c3ccccc3O)[nH]n2)cc1OC
assay / entry	61	62	63	64	65	66	67	68	69	70
FEN1 inhibitor	-6.5%	-9.9%	0.7%	1.2%	-4.3%	11.7%	15.2%	-13.3%	5.3%	-16.1%
N370S GC	2.4%	-9.4%	2.1%	-29.6%	·	·	-23.4%	-0.8%	5.1%	6.4%
TDP1 block	4.0%	0.0%	7.4%	4.9%	2.3%	1.5%	5.9%	·	12.5%	4.2%

(71) O=C(NCc1csc(-c2cccs2)n1)C1CC1
(72) Nc1ncnc2c1ncn2C1OC(COP(=O)(O)O)C(O)C1O (stereo not drawn)
(73) COc1ccc(C2/C(=C(/O)c3ccc(Cl)cc3)C(=O)C(=O)N2CCN2CCOCC2)c(OC)c1 (stereo not drawn)
(74) CCOC(=O)C1CCN(c2ncnc3nc[nH]c23)CC1
(75) O=C(CC1CCCC1)Nc1ccc2c(c1)CCC2
(76) S=c1nc(-c2ccccc2)n(CCCN2CCOCC2)c2c1CCCC2
(77) C[C@@H](C(=O)N[C@@H](Cc1c[nH]c2ccccc12)C(=O)O)n1nnc2ccccc2c1=O
(78) O=C(c1cnccn1)N(Cc1ccco1)C1(C(=O)NC2CCCCC2)CCCCC1
assay / entry	71	72	73	74	75	76	77	78
FEN1 inhibitor	-8.3%	-5.3%	4.9%	-1.4%	-3.2%	-6.7%	1.3%	4.3%
N370S GC	0.9%	-0.3%&-12.4%	-3.9%	?	10.4%	4.4%	6.9%	2.3%
TDP1 block	2.9%	9.0%[56.1 µM]	1.0%	2.6%	3.9%	-2.1%	·	1.4%

# Screening data: PubChem, National Center for Advancing Translational Sciences (NCATS)
